Screening data (PubChem)
NPY-Y2 PAM-ag = NPY-Y2 potentiators or agonists, primary screen, cell-based. Neuropeptide Y receptor type 2 (Homo sapiens), P49146. cells expressing NPY-Y2, potentiator/agonist read-out. activation, % at 3.6 µM. 220,000 tested, 0.45% active; in the data active means activation above about 27%;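 further: cells stimulated with NPY near EC25 plus isoproterenol at EC100; 0% = vehicle plus submaximal agonist and 100% = vehicle plus saturating agonist; some results beyond the cut were filed as inactive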
NPY-Y1 PAM-ag = NPY-Y1 receptor potentiators or agonists, primary screen, cell-based; activation, % at 3.6 µM; 220,000 tested, 0.37% active; NPY-Y1 expressing cells, potentiator/agonist activation; Neuropeptide Y receptor type 1 (Homo sapiens), P25929; in the data active means activation above about 33%, passing the limit was not always enough;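 further: cells stimulated with NPY at EC10 then isoproterenol at EC100; 0% = low agonist plus stimulus and 100% = saturating agonist plus stimulus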
TRPN1 ag = zebrafish TRPN1 channel agonists, primary screen, cell-based, HEK293, calcium fluorescence. transient receptor potential cation channel N1 (TRPN1/NompC), Danio rerio. HEK293 zebrafish TRPN1-YFP, Fluo-8 calcium fluorescence; 100% = response to 87 µM carbachol. activation, % at 3 µM. 220,000 tested, 0.18% active. AID 1424, 2008;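 active means activation above its plate's cutoff, the mean activation of test wells on that plate plus 3 SD, cut at about 19% in these data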;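 further: 0% = DMSO alone and 100% = 87 µM carbachol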
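System: zebrafish TRPN1-YFP in HEK293 cells / Dosing: 3 µM single point / Timing: dye loading 1 h at 37 °C, then 30 min room temperature / Signal: Fluo-8 calcium fluorescence, excitation 470-495 nm, emission 515-575 nm / Read-out basis: percent activation from peak over basal fluorescence ratio, control-normalized / Control set: high carbachol 87 µM, low DMSO alone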
CHOP inhibitor = inhibitors of CHOP promoter induction, primary screen, cell-based, unfolded protein response, luciferase reporter. CHO-K1 CHOP-promoter luciferase, tunicamycin-induced, 15-18 h. inhibition, % at 10 µM. 220,000 tested, 3.8% active. AID 2732, 2010;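 active means compounds that reduced the stress-induced luciferase reporter signal by more than about 70% of percent inhibition, limit read from the data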;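 further: 0% = tunicamycin plus vehicle and 100% = wells without tunicamycin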
S1P4 ag = S1P4 receptor agonists, primary screen, cell-based; activation, % at 4.98 µM; Sphingosine 1-phosphate receptor 4 (Homo sapiens), O95977; 220,000 tested, 0.35% active; S1P4-expressing cell line, agonist reporter assay; in the data active means activation above about 11%;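 further: 0% = DMSO vehicle and 100% = reference agonist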
Target sequence (O95977 whole entry, looked up): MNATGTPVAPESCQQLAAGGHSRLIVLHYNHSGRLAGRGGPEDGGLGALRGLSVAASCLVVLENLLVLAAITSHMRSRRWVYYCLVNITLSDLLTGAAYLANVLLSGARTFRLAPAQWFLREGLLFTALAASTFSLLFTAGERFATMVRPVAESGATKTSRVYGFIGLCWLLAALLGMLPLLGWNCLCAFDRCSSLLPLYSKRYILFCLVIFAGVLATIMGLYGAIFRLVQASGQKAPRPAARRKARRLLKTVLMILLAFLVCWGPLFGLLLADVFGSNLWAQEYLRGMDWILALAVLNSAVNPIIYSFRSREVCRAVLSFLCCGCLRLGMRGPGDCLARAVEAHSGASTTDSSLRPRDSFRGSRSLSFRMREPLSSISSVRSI
TRPML3 ag = human TRPML3 channel agonists, primary screen, cell-based, HEK293 TRPML3-YFP, Fluo-8 calcium fluorescence, 3 µM. 220,000 tested, 0.29% active. Mucolipin-3 (Homo sapiens), Q8TDD5. AID 1448, 2008. 100% = the carbachol control signal. activation, % at 3 µM;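 active means activation above its plate's cutoff, the mean activation of the plate's test wells plus 3 SD, cut at about 12% in these data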;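 further: 0% = DMSO only wells and 100% = carbachol wells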
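Test system: HEK293 cells stably carrying human TRPML3-YFP; Doses: single dose, 3 µM final nominal compound, 0.3% DMSO final; Schedule: dye loading 1 h 37 °C then 30 min ambient, 125 s read; Technique: Fluo-8 calcium fluorescence; Benchmarks: high control carbachol 87 µM, low control DMSO.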
NPY Y1 blocker = NPY-Y1 receptor antagonists, primary screen, cell-based | HEK293-CNG Y1 cells, membrane potential fluorescence; NPY at EC95, then isoproterenol | 200,000 tested, 1% active | AID 1040, 2008 | Neuropeptide Y receptor type 1 (Homo sapiens), P25929 | inhibition, % at 3.6 µM;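 active means inhibition above the campaign mean inhibition of all tested compounds plus 3 SD, cut at about 20% in these data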;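 further: 0% = DMSO wells given NPY plus isoproterenol and 100% = isoproterenol alone without NPY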
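Material: Y1- and CNG-channel-expressing HEK293 cells / Probe or stimulus: NPY 25 nM then isoproterenol 1 µM plus Ro 20-1724 25 µM / Doses: 3.6 µM single dose, DMSO 0.4% / Schedule: compound incubation 1 h at room temperature, readout 45 min post-stimulation / Signal: membrane potential fluorescence / Benchmarks: isoproterenol-only wells as full block versus NPY-plus-isoproterenol wells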
S1P4 antagonist = S1P4 receptor antagonists, primary screen, cell-based | S1P4-expressing cells, antagonist mode, reporter read-out | 220,000 tested, 0.26% active | inhibition, % at 4.98 µM | Sphingosine 1-phosphate receptor 4 (Homo sapiens), O95977 | AID 1510, 2009; in the data active means inhibition above about 29%;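 further: 0% = wells stimulated with agonist and 100% = vehicle wells without agonist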
EP2 mod = EP2 receptor modulators, cAMP readout, primary screen, cell-based, HTRF cAMP, PGE2 stimulation. Prostaglandin E2 receptor EP2 subtype (Homo sapiens), P43116. EP2-expressing cells, cAMP HTRF FRET, PGE2 co-stimulation. induction, % at 25 µM. 260,000 tested, 0.83% active;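 active means compounds whose cAMP rise, as percent of the full-agonist control response, exceeds 60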;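 further: rat C6 glioma line stably carrying human EP2 under a CMV promoter; the protocol text gives 20 µM as final concentration; 100% = response of wells given 1 µM PGE2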
Target sequence (P43116 whole entry, looked up): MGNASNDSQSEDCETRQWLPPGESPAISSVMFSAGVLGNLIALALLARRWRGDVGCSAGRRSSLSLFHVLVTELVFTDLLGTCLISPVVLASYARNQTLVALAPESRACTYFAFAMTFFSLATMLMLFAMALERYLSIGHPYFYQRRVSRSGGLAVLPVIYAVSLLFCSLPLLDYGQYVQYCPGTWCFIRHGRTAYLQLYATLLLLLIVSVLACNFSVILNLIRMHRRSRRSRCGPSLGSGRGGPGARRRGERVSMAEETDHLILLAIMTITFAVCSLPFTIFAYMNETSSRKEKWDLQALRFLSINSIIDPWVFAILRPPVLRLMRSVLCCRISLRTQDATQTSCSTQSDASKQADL
Numbers without * were called inactive; · = not tested or not shown; & = joins results of further samples.

Values run as follows: NPY-Y2 PAM-ag	NPY-Y1 PAM-ag	TRPN1 ag	CHOP inhibitor	S1P4 ag	TRPML3 ag	NPY Y1 blocker	S1P4 antagonist	EP2 mod
CS(=O)(=O)c1ccc(Cl)c(NC(=O)COC(=O)CNC(=O)c2ccccc2)c1
  -2.2	-1.6	0.9	-3.3	1.5	0.2	-1.9	1.4	-17.2
COc1ccccc1C(=O)N1CCN(Cc2cn[nH]c2-c2ccc(F)cc2F)CC1
  -4.8	6.3	1.1	9.2	0.2	1.1	-1.9	-1.5	-14.0
COc1ccc(NC(=O)CSc2nc3ncccc3[nH]2)cc1OC
  -4.8	-13.4	-0.8	-8.1	0.2	0.5	-1.8	-16.0	28.5
CCCNc1nc(OC(C(F)(F)F)C(F)(F)F)nc(OC(C(F)(F)F)C(F)(F)F)n1
  4.3	1.4	1.8	5.3	1.5	0.7	10.8	1.8	-7.4
Cc1ccc2cc(CCNC(=O)c3ccco3)c(=O)[nH]c2c1
  -14.2	-9.5	-0.6	1.4	-1.3	1.3	2.6	-21.1	-16.1
COc1cc2nc(=S)n(CCCN3CCOCC3)c(N)c2cc1OC
  5.8	6.8	2.5	38.3	-0.1	0.7	-3.4	-24.1	-14.1
COc1ccc(NC(=O)NCCCN2CCCCC2C)cc1 (stereo not given)
  -9.4	10.5	0.9	10.8	-1.9	1.0	-0.2	-0.1	18.7
COc1cccc(/C=N/NC(=S)Nc2cccc(C(=O)O)c2)c1O
  -14.5	-1.3	1.6	17.1	-0.7	0.9	-4.2	-2.2	-14.0
Cc1[nH]n(-c2ccccc2)c(=O)c1/C=N/N1C(=O)c2ccc3c4c(ccc(c24)C1=O)CC3
  1.6	4.0	-3.1	7.5	-2.2	0.2	-1.1	-21.6	9.2
O=C(Nc1ccc2oc(-c3ccccc3Cl)nc2c1)c1ncn[nH]1
  11.2	0.6	-0.6	52.1	1.1	-0.3	-4.8	-9.5	-9.0
O=C(c1sccc1-n1cccc1)N1CCCC1
  -1.4	4.8	0.7	27.6	-0.4	0.0	5.0	-1.9	13.9
Nn1c(SCCOc2ccccc2)nnc1-c1cccnc1
  -2.4	-18.6	1.9	6.2	-0.4	1.3	2.7	-8.1	-5.5
O=C(CC(CC(=O)c1ccccc1)C(=O)O)c1ccccc1
  -20.7	-15.9	0.4	9.9	-1.6	0.9	2.3	-3.9	-4.6
O=C(NC1CCCCC1)C(c1ccc(Cl)cc1)N1CCC2(CC1)OCCO2 (stereo not given)
  -6.6	-5.3	-0.4	13.7	-0.5	0.3	-2.4	-27.9	-7.5
Cc1ccc(SCC(=O)NC2CCS(=O)(=O)C2)cc1 (stereo not given)
  -0.7	12.7	1.3	5.3	1.8	0.7	9.4	0.4	10.3
O=c1c2cc(N3CCOCC3)ccc2[nH]c(=S)n1CCCN1CCN(c2ccccc2F)CC1
  7.7	-0.5	0.8	33.3	0.4	0.8	-3.0	3.5	24.4
Nc1nc2n(n1)C(c1c(F)cccc1Cl)CC(c1ccc(F)cc1)N2 (stereo not given)
  -3.3	-11.5	5.8	-2.9	-0.2	0.8	1.7	1.3	0.1
CCc1cc2c(=O)c(-c3nc4ccccc4n3C)c(C)oc2c(CN2CCCCC2)c1O
  13.9	-4.0	0.5	0.0	0.8	0.5	·	-22.5	1.7
O=C(NCc1ccc2c(c1)OCO2)C1CC(c2ccc(Cl)c(Cl)c2)=NO1 (stereo not given)
  19.2	17.8	-0.1	33.4	0.9	-0.1	15.6	1.3	-122.2&-70.4
Cc1nnsc1C(=O)N/N=C/c1c(F)cccc1Cl
  -3.0	-3.1	-0.2	41.3	0.7	0.7	-0.6	-1.5	20.5
O=S(=O)(c1ccc(F)cc1)N1CCN=C1SCc1cccnc1
  -6.0	0.1	-0.8	1.9	-1.2	0.7	6.8	20.5	11.1
Cc1cc(C)c2nc(N3CCCC(C(=O)N4CCN(c5ncccn5)CC4)C3)sc2c1 (stereo not given)
  -39.3	14.0	0.1	40.0	5.7	0.0	3.2	-11.4	5.5
Cc1ccc(S(=O)(=O)N2CCC(C(=O)N[C@@H](C)C(=O)NCc3ccccc3)CC2)cc1
  -6.8	-0.1	-1.5	68.0	-0.6	0.7	7.3	1.5	19.4
Cc1cc[n+](CC(=O)c2ccc(NC(=O)c3ccccc3)cc2)c2ccccc12
  -10.4	-25.0	0.9	14.8	-0.6	0.8	3.1	5.7	-10.7
Cc1cc(=O)[nH]c(SCc2cn3ccccc3n2)n1
  1.2	8.6	0.0	5.7	0.5	0.0	0.7	2.3	20.3
Cc1nc2c3ccccc3nc(SCC(=O)N3CC(C)CC(C)C3)n2n1 (stereo not given)
  -1.9	5.5	-0.7	-23.0	2.2	-0.1	1.6	-14.4	6.9
COc1ccc(CN(C)C(=O)COC(=O)c2ccc3c(c2)OCO3)cc1OC
  -17.0	-6.0	-0.6	16.7	0.6	-0.1	1.8	13.5	35.5
CCC(=O)Nc1ccc(C(=O)NNC(=O)COc2cccc(C)c2)cc1
  5.3	9.7	1.3	22.5	-0.6	0.8	2.1	-12.3	3.7
CC(=O)Nc1ccc(NC(=O)COc2ccc(S(=O)(=O)NC(C)c3ccccc3)cc2)cc1 (stereo not given)
  -9.1	16.1	0.7	3.4	-1.7	0.4	1.8	-5.8	-18.2
Cc1ccc(S(=O)(=O)N2CCOCC2)cc1NC(=O)CNC1CCCC1
  -5.8	9.9	2.0	18.1	2.5	-0.1	·	-17.8	4.9

Some of these compounds in order of formula weight, falling:
Values run as follows: NPY-Y2 PAM-ag	NPY-Y1 PAM-ag	TRPN1 ag	CHOP inhibitor	S1P4 ag	TRPML3 ag	NPY Y1 blocker	S1P4 antagonist	EP2 mod
CC(=O)Nc1ccc(NC(=O)COc2ccc(S(=O)(=O)NC(C)c3ccccc3)cc2)cc1 (stereo not given)
  -9.1	16.1	0.7	3.4	-1.7	0.4	1.8	-5.8	-18.2
Cc1[nH]n(-c2ccccc2)c(=O)c1/C=N/N1C(=O)c2ccc3c4c(ccc(c24)C1=O)CC3
  1.6	4.0	-3.1	7.5	-2.2	0.2	-1.1	-21.6	9.2
O=C(NCc1ccc2c(c1)OCO2)C1CC(c2ccc(Cl)c(Cl)c2)=NO1 (stereo not given)
  19.2	17.8	-0.1	33.4	0.9	-0.1	15.6	1.3	-122.2&-70.4
COc1cc2nc(=S)n(CCCN3CCOCC3)c(N)c2cc1OC
  5.8	6.8	2.5	38.3	-0.1	0.7	-3.4	-24.1	-14.1
COc1cccc(/C=N/NC(=S)Nc2cccc(C(=O)O)c2)c1O
  -14.5	-1.3	1.6	17.1	-0.7	0.9	-4.2	-2.2	-14.0
Cc1ccc2cc(CCNC(=O)c3ccco3)c(=O)[nH]c2c1
  -14.2	-9.5	-0.6	1.4	-1.3	1.3	2.6	-21.1	-16.1
Cc1cc(=O)[nH]c(SCc2cn3ccccc3n2)n1
  1.2	8.6	0.0	5.7	0.5	0.0	0.7	2.3	20.3

Additional records follow:
Values run as follows: NPY-Y2 PAM-ag	NPY-Y1 PAM-ag	TRPN1 ag	CHOP inhibitor	S1P4 ag	TRPML3 ag	NPY Y1 blocker	S1P4 antagonist	EP2 mod
COc1ccccc1NC(=O)Nc1nc(C(C)(C)C)cs1
  -14.1	-19.1	0.7	61.3	1.3	0.2	-0.5	-5.2	-7.1
O=c1c(C=NCc2cccnc2)c(C(F)(F)F)[nH]n1-c1nc2ccccc2s1
  12.4	8.4	-0.2	11.4	1.0	1.1	1.0	-0.8	-106.3
Cc1cc(C(=O)Cn2cncn2)c(C)n1CCc1ccc(F)cc1
  4.8	11.2	-0.2	14.5	-1.5	2.5	-4.5	-8.9	11.0
CCOC(=O)CN(C(=O)CNC(=O)c1cccs1)C(C(=O)NC1CCCC1)c1ccncc1 (stereo not given)
  -6.0	13.0	1.4	20.3	-0.4	0.8	5.4	-1.9	0.6
COCC(=O)NCCc1nc2ccccc2[nH]1
  10.0	0.5	-0.4	-4.1	-0.6	0.5	1.2	-7.3	1.1
COCCCNC(=O)c1ccccc1Oc1ccccc1
  -5.3	24.7	-0.9	4.3	1.1	-1.1	0.8	1.4	22.2
CCOc1ccccc1N1CCN(CC(=O)Nc2nnc(CC)s2)CC1
  5.9	-24.9	-0.1	10.5	1.1	-0.8	12.7	-5.8	21.6&19.7
CC1=CCC2C(=O)N(c3ccc4ccccc4n3)C(=O)C2C1 (stereo not given)
  -3.9	-17.3	-0.7	65.8	-0.8	0.0	2.2	2.1	23.1
CCCCN1CCc2c([nH]c3ccc(C)cc23)C1=O
  13.8	18.7	0.3	47.1	-1.7	0.8	1.1	2.7	-3.5
COC(=O)c1cc(NC(=O)Cc2ccccc2[N+](=O)[O-])cc(C(=O)OC)c1
  -5.2	4.9	0.3	13.3	-2.0	-0.4	-5.0	-15.5	-5.8
Cc1ccc(NC(=O)NCCCc2ccccc2)cc1
  -11.1	-7.3	0.6	11.4	0.5	0.2	7.4	-31.1	-35.5
COc1cccc(CNC(=O)Cn2cccc2)c1
  2.0	-5.0	1.0	10.9	1.9	0.4	0.7	-18.2	0.5
CCOc1ccccc1C(=O)NC1CC2CCCC(C1)N2Cc1nnnn1Cc1ccco1 (stereo not given)
  13.4	3.2	-0.8	-13.0	2.1	-1.4	-0.4	6.2	-30.3
Cc1ccc(-c2ccc(SCC(=O)N3CCc4ccccc43)nn2)cc1
  -2.5	6.9	0.0	5.0	-1.7	0.8	0.8	-3.4	21.7
COC(=O)C1CSc2[nH]c(=O)sc2C1c1ccc(OC)c(OC)c1 (stereo not given)
  7.2	6.6	1.0	21.1	1.2	1.2	5.8	4.4	21.4

Random draw from the library, and some 6.5% of all compounds hit somewhere here.
